# Source: PubChem BioAssay (National Center for Advancing Translational Sciences (NCATS))
# APE1 inh – qHTS Assay for Inhibitors of the Human Apurinic/apyrimidinic Endonuclease 1 (APE1); DNA repair nuclease/redox regulator APEX1 (Homo sapiens), P27695; recombinant APE1, TAMRA/BHQ-2 abasic DNA cleavage fluorescence; Potency, µM (doses to about 65.8 µM), for inactives: at the top dose activity change, negative = inhibition, hits mostly inhibitors; actives 0.35% (n = 350,000);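 further: plate controls were vehicle for no effect and reference inhibitor for full effect; nearly all actives have a fitted effect of over 55% in size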
# Target sequence (P27695 whole entry, looked up): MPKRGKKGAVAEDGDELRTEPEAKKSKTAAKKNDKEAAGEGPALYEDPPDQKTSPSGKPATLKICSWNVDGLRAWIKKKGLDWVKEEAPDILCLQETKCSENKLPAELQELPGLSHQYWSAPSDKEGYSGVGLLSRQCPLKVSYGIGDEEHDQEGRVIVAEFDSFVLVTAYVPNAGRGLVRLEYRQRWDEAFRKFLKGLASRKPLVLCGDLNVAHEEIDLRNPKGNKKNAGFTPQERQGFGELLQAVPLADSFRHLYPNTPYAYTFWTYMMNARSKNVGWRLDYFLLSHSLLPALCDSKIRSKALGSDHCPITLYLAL
#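 APE1 at 0.75 nM preincubated 15 min at room temperature with compound. Reaction then started with 50 nM double-stranded THF-abasic substrate labelled with TAMRA/BHQ-2, and 525/598 nm fluorescence read kinetically. Activity taken as third-minus-first read difference, normalized to DMSO and NSC13755 controls.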
# POLB inh – qHTS Assay for Inhibitors of DNA Polymerase Beta; P06746; Pol beta primer extension/strand displacement, fluorescence kinetic; Potency, µM (doses to about 114 µM), for the others: at the highest dose activity change, negative = inhibition, actives largely listed as inhibitors; actives 1.3% (n = 340,000); further: on the % scale 0 is the no-effect control and ±100 the full control effect
#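 Homogeneous kinetic assay of primer extension and strand displacement by 10 nM Pol beta, preincubated 15 min at room temperature with compound before 50 nM substrate (final) was added. Read at 0 and 10 min; four-parameter Hill fit.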
# POLK inh – qHTS for Inhibitors of Polymerase Kappa; purified Pol kappa, fluorescent DNA synthesis assay, 10 min; Potency, µM (highest dose often 107 µM), without a hit: at the top dose activity, negative = inhibition, hits mostly inhibitors; actives 0.53% (n = 400,000); AID 588579, 2011; further: on the % scale 0 is the no-effect control and ±100 the full control effect
#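 Pol kappa 10 nM + cpd, 15 min RT; start w/ substrate 50 nM final; fluorescence kinetic read, 0 and 10 min. Neg ctrl: buffer, no enzyme.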
# Pol eta inh – qHTS for Inhibitors of Polymerase Eta; DNA polymerase eta (Homo sapiens), Q9Y253; recombinant Pol eta, fluorescent DNA replication assay; Potency, µM (titrated, usually from 114 µM), without a hit: top-dose activity change, negative = inhibition, usual class: inhibitors; actives 1.2% (n = 390,000); AID 588591, 2011; further: on the % scale 0 is the no-effect control and ±100 the full control effect
#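 Pol eta (10 nM) was preincubated with compounds for 15 min at room temperature, after which fluorescent replication substrate (50 nM final) was added to start the reaction. Fluorescence was read kinetically at 0 and 10 min.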
# BLM helicase inh – qHTS Assay for Inhibitors of Bloom's syndrome helicase (BLM). RecQ-like DNA helicase BLM (Homo sapiens), P54132. recombinant BLM DNA unwinding, fluorescence dequenching. Potency, µM (top dose mostly 56.1 µM), inactives show at the highest dose activity change, negative = inhibition, hits mostly inhibitors. actives 0.2% (n = 350,000). AID 2528, 2010;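 further: plate controls were vehicle for no effect and no enzyme for full effect; nearly all actives have a fitted effect of over 35% in size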
# Pol iota inh – qHTS for Inhibitors of Polymerase Iota; DNA polymerase iota (Homo sapiens), Q9UNA4; Pol iota fluorescent replication assay, 10 min; Potency, µM (titrated, usually from 115 µM), for the others: at the top dose activity, negative = inhibition, hits mostly inhibitors; actives 1% (n = 390,000)
#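 Fluorescent replication assay read twice, at 0 min and 10 min after adding 50 nM (final) substrate. Enzyme (10 nM) and compounds were first incubated 15 min at room temperature; enzyme-free buffer wells were negative controls.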
# G9a block – qHTS Assay for Inhibitors of Histone Lysine Methyltransferase G9a; Histone-lysine N-methyltransferase EHMT2 (Homo sapiens), Q96KQ7; G9a H3K9 monomethylation, AlphaScreen, 2 h; Potency, µM (titrated, usually from 102 µM), inactives show at the top dose activity, negative = inhibition, most hits filed as inhibitors; actives 8.8% (n = 350,000); AID 504332, 2011; further: on the % scale 0 is the no-effect control and ±100 the full control effect; nearly all actives have a fitted effect of over 75% in size
# Target sequence (Q96KQ7 913-1193 limits assumed): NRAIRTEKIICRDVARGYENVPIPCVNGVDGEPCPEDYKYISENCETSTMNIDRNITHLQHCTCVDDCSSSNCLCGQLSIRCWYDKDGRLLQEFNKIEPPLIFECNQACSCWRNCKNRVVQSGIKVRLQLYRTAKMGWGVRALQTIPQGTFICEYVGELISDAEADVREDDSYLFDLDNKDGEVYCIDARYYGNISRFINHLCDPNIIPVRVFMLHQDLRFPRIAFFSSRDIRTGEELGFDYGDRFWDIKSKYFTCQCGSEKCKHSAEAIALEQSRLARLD
#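 Readings reflect AlphaScreen signal from monomethyl-H3K9 antibody detection. HMT at 20 nM; substrate b-H3K9 500 nM; cofactor SAM 20 uM; 2 h RT reaction; compounds tested as titrations in qHTS with 15 min preincubation.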
# JMJD2A Tudor – qHTS Assay for Inhibitors of JMJD2A-Tudor Domain; Lysine-specific demethylase 4A (Homo sapiens), O75164; AID 504339, 2011; actives 4.4% (n = 390,000); Potency, µM (titrated, usually from 114 µM), for inactives: at the top dose activity change, negative = inhibition, hits mostly inhibitors; AlphaScreen JMJD2A-Tudor / H3K4me3 peptide binding; further: on the % scale 0 is the no-effect control and ±100 the full control effect; nearly all actives have a fitted effect of over 50% in size
# BAZ2B block – qHTS Assay for Inhibitors of BAZ2B | AlphaScreen BAZ2B-H3K14Ac peptide displacement | actives 4.4% (n = 360,000) | AID 504333, 2011 | Bromodomain adjacent to zinc finger domain protein 2B (Homo sapiens), Q9UIF8 | Potency, µM (series often up to 114 µM), without a hit: at the top dose activity change, negative = inhibition, actives largely listed as inhibitors; further: on the % scale 0 is the no-effect control and ±100 the full control effect; nearly all actives have a fitted effect of over 60% in size
#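 BAZ2B 50 nM plus b-H3(5-23)K14Ac 50 nM, PBS pH 7.4/0.01% Tween-20, 30 min RT; compound added (max 110 uM), 30 min RT; streptavidin donor/Ni-chelate acceptor beads 10 ug/mL final, 20 min dark; AlphaScreen read.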
# Starred values were filed as active, the others as inactive; ? = inconclusive; . = not tested or not shown; & = joins results of further samples; [ ] = dose if it differs, or a comment. The call rests on the fitted dose curve; in most records, active means well fitted curve in the direction sought with a large enough effect; inconclusive means small, poorly fitted or top-dose-only effect, or another doubt; inactive means no such curve, though single readings can be large; an effect the other way counts as inactive or inconclusive. Potency means the concentration at half of the fitted maximal effect. Only part of the results is shown, so the mix of outcomes need not match the whole.
structure | APE1 inh | POLB inh | POLK inh | Pol eta inh | BLM helicase inh | Pol iota inh | G9a block | JMJD2A Tudor | BAZ2B block
CC1(C)CC2(CCO1)OC(=O)CC2C(=O)Nc1ccccc1Cl (stereo not given) | 4% | 6% | -15% | -18% | -3% | -6% | -2% | -20% | 2%
COc1cccc(C(=O)N2CCN(Cc3cn[nH]c3-c3ccc(F)cc3F)CC2)c1 | -1% | 21% | 1% | 11% | -4% | 112%[activator] | ? | ? | 0%
CSCC[C@H](NC(=O)NC1CCCC1)C(=O)O | ? | 9% | -14% | -2% | 0% | 12% | -9%[59 µM] | -6% | -9%
C=CC1(C)CC(=O)C2(O)C(C)(O1)C(OC(C)=O)C(O)C1C(C)(C)CCC(O)C12C (stereo not given) | 11%&4% | 18%[57.1 µM] | -13%&-4%[60.1 µM] | -6%[57.1 µM] | -1% | 1%[58.9 µM] | 1%[59 µM] | . | .
CCC(C)(C)NC(=O)CCCSc1nc2ccccc2s1 | 1% | -22% | -2% | -7% | -5% | 42%[activator] | -7% | 15% | ?
CCN1C(=O)/C(=C\c2ccc(-c3cccc(C(=O)OC)c3)o2)SC1=Nc1ccc(C(=O)O)cc1 | ? | -22% | . | . | -9% | . | . | . | -36%
O=C1CCC(C(=O)Nc2nnc(C3CC3)s2)=NN1 | 2% | -1% | -3% | -3% | -9% | 61%[activator] | 3% | -13% | ?
Cc1noc(C)c1COc1ccccc1C(=O)N1CCN(c2cccc(Cl)c2)CC1 | 2% | . | 4% | -11% | . | 26% | 15%[59 µM] | -12% | -6%
Cc1cc([N+](=O)[O-])nn1CC(=O)NNC(=S)Nc1ccc([N+](=O)[O-])cc1 | -3% | 1% | -4% | -18% | 0% | 6% | ? | -25% | -24%
Cc1c(C(=O)OC2CCCCC2)[nH]c2c1C(=O)CC(c1ccccc1Cl)C2 (stereo not given) | . | -28% | -11% | -21% | 0% | 12% | -9%[59 µM] | -10% | -1%
O=C(NCCC1CCCCN1S(=O)(=O)c1ccc(F)cc1)C(=O)NCC1CCCO1 (stereo not given) | 37% | . | -11% | -17% | . | 19% | 1%[0.501 µM] | -8% | -4%
CCOC(=O)c1[nH]c2ccc(OC)cc2c1NC(=O)/C=C/c1ccc2c(c1)OCO2 | 0% | 3% | 3% | -23% | -9% | 110%[activator] | -16%[59 µM] | -13% | -28%
Cn1nc(C(=O)OCC(=O)c2ccccc2)c2ccccc2c1=O | 23% | . | 3% | -21% | . | 19% | . | -16% | .
COc1ccc(OCC(=O)Nc2ccc(N3CCOCC3)cc2)cc1 | -1% | -2% | -5% | -3% | -5% | 21% | -17%[59 µM] | ? | 11%
FC(F)(F)c1cccc(N2CCc3cn[nH]c32)c1 | -5% | -11% | -16% | -4% | -5% | 1% | -6%[12.7 µM] | -13% | 11%
COc1ccccc1CNC(=O)C1CCC(CNC(=O)[C@@H]2Cc3ccccc3CN2)CC1 (stereo not given in full) | -18% | 3% | -16% | 1% | 1% | -15% | . | -11% | -12%
O=C(Nc1nccs1)c1ccc(Cl)c([N+](=O)[O-])c1 | -11% | -15% | -12% | -19% | 0% | 12% | 6% | -31% | -35%
Cc1ccc(Cn2ccnc2SCC(=O)NCc2ccccc2)cc1 | . | 14% | -7%[60.1 µM] | -23% | -5% | 15% | 8%[59 µM] | -22% | ?
CC1CC(C)CN(S(=O)(=O)c2cc3c4c(c2)CCC(=O)N4CCC3)C1 (stereo not given) | 5% | . | -5% | 1% | . | 9% | 4% | -21% | -6%
O=C1CC(N2CCN(c3ccc(Cl)c(Cl)c3)CC2)C(=O)N1 (stereo not given) | -7% | -2% | -1% | -7% | -2% | 11% | ? | 5% | -20%
Oc1cc(NCCN2CCOCC2)cc2cccnc12 | 7%&-2% | . | -10% | -9% | . | 7.1µM* | ? | 22µM* | 2.8µM*
NC(=O)N1c2ccccc2CC(=O)c2ccccc21 | -6%&6%&-3% | -9%&-1% | ? | -14% | ? | 20% | -17%[2.33 µM] | -8% | 0%&4%
COc1ccc(C)cc1NC(=O)C(Cc1ccccc1)NS(=O)(=O)c1ccc(Br)s1 (stereo not given) | . | 5% | -5% | -14% | 0% | ? | 4%[59 µM] | -26% | -20%
CCOC(=O)Cc1csc(NC(=O)/C=C\c2ccccc2)n1 | 9% | 1% | -8% | -2% | -9% | 3% | -36% | -15% | -32%
Cc1nn(C)c(C(=O)N/N=C/c2ccncc2)c1Cl | 31% | 45% | 6% | -9% | -1% | 100%[activator] | 20% | -4% | -14%
COc1cc(OC)cc(C(=O)NCC(=O)OC2CCOC2=O)c1 (stereo not given) | -1% | 9% | 0% | -8% | -7% | -6% | 8%[12.7 µM] | 1%[57.1 µM] | -4%
CC(=O)Nc1ccc(S(=O)(=O)Nc2nc3ccccc3nc2N2CCCC2)cc1 | 0% | 10% | -3% | -16% | -2% | ? | -28%[59 µM] | -11% | -6%
Cc1ccc(S(=O)(=O)CCC(=O)Nc2cccc(S(=O)(=O)N3CCCCCC3)c2)cc1 | -10% | . | -6% | -14% | . | 12% | -7%[59 µM] | -23% | 9%
CNC(=O)NCC12CC3CC(CC(C3)C1)C2 | -8% | -15% | -3% | -8% | -1% | 25% | 7% | -12% | 1%
Cc1cc(C(=O)O)c(=O)[nH]c1C | -1% | 5% | -8% | -3% | -3% | 13% | 71µM* | 22µM* | ?

# Following part
# Letters – A = APE1 inh; B = POLB inh; C = POLK inh; D = Pol eta inh; E = BLM helicase inh; F = Pol iota inh; G = G9a block; H = JMJD2A Tudor; I = BAZ2B block
O=C(O)CNC(=O)c1ccccc1NC(=O)c1ccco1
  A: -1% | B: 2% | C: -9% | D: -5% | E: 0% | F: -4% | G: -3%[2.33 µM] | H: -13% | I: 0%

O=C(Cn1c(-c2ccccc2)c[n+]2ccsc12)c1ccc([N+](=O)[O-])cc1
  A: -1% | B: 0% | C: 2%[60.1 µM] | D: -14% | E: 1% | F: 20% | G: -38% | H: -31% | I: -18%

O=C(OCc1cnc(Cl)s1)c1cccc(Cl)c1Cl
  A: ? | B: 7% | C: -8% | D: 3% | E: -4% | F: -6% | G: 194%[activator] | H: 186%[activator] | I: 188%[activator]

COc1ccc(Cn2c(C(=O)O)c(CNCC(C)c3ccccc3)c3ccc(OC)cc32)cc1 (stereo not given)
  A: . | B: 3% | C: -21% | D: -9% | E: -3% | F: -12% | G: -8%[59 µM] | H: ? | I: ?

COc1ccc(S(=O)(=O)NCC(c2ccc3c(c2)OCO3)N2CCOCC2)cc1C (stereo not given)
  A: 50% | B: . | C: 0% | D: -23% | E: . | F: 11% | G: 3%[0.501 µM] | H: -13% | I: -3%

CCOc1ccc(NC(=O)c2ccc3snnc3c2)cc1
  A: 15% | B: 1%&5% | C: -20%&-8% | D: -18%&-18% | E: 0%&0% | F: 30%&-7% | G: 10%&3%[59 µM] | H: -12%&8% | I: -3%&12%

COc1ccc(C(=O)N2CCN(S(=O)(=O)N3CCOCC3)CC2)cc1OC
  A: 1% | B: 7% | C: 1% | D: -11% | E: 3% | F: -15% | G: -19%[59 µM] | H: 5% | I: -5%

COc1ccc2cc(CN(Cc3ccco3)C(c3nnnn3C3CCCCC3)C(C)C)c(=O)[nH]c2c1 (stereo not given)
  A: 2% | B: 14% | C: -16% | D: -12% | E: -4% | F: -14% | G: -36%[12.7 µM] | H: -8% | I: -6%

CC(NC(=O)c1cccs1)c1ccccc1 (stereo not given)
  A: . | B: . | C: -19% | D: -3% | E: . | F: 0% | G: . | H: -5% | I: .

CCC(NS(=O)(=O)c1cccs1)c1ccc(C)cc1 (stereo not given)
  A: -7% | B: . | C: -15% | D: -26% | E: . | F: 38%[activator] | G: -17%[12.7 µM] | H: -9% | I: -5%

Cc1ccc(C)c(CN2C(=O)c3ccccc3Sc3ccc(C(=O)NCCCOC(C)C)cc32)c1
  A: . | B: -16% | C: -20%[60.1 µM] | D: -23% | E: -7% | F: 1% | G: -7%[59 µM] | H: -12% | I: -1%

Cc1ccc(CS(=O)(=O)CCC(=O)NCc2ccc3c(c2)OCO3)cc1
  A: -3% | B: 0% | C: 3% | D: -1% | E: -2% | F: -14% | G: 16%[12.7 µM] | H: 1% | I: -29%

# Compounds above that have a Cl atom:
# Letters – A = APE1 inh; B = POLB inh; C = POLK inh; D = Pol eta inh; E = BLM helicase inh; F = Pol iota inh; G = G9a block; H = JMJD2A Tudor; I = BAZ2B block
CC1(C)CC2(CCO1)OC(=O)CC2C(=O)Nc1ccccc1Cl (stereo not given)
  A: 4% | B: 6% | C: -15% | D: -18% | E: -3% | F: -6% | G: -2% | H: -20% | I: 2%

Cc1noc(C)c1COc1ccccc1C(=O)N1CCN(c2cccc(Cl)c2)CC1
  A: 2% | B: . | C: 4% | D: -11% | E: . | F: 26% | G: 15%[59 µM] | H: -12% | I: -6%

Cc1c(C(=O)OC2CCCCC2)[nH]c2c1C(=O)CC(c1ccccc1Cl)C2 (stereo not given)
  A: . | B: -28% | C: -11% | D: -21% | E: 0% | F: 12% | G: -9%[59 µM] | H: -10% | I: -1%

O=C(Nc1nccs1)c1ccc(Cl)c([N+](=O)[O-])c1
  A: -11% | B: -15% | C: -12% | D: -19% | E: 0% | F: 12% | G: 6% | H: -31% | I: -35%

O=C1CC(N2CCN(c3ccc(Cl)c(Cl)c3)CC2)C(=O)N1 (stereo not given)
  A: -7% | B: -2% | C: -1% | D: -7% | E: -2% | F: 11% | G: ? | H: 5% | I: -20%

Cc1nn(C)c(C(=O)N/N=C/c2ccncc2)c1Cl
  A: 31% | B: 45% | C: 6% | D: -9% | E: -1% | F: 100%[activator] | G: 20% | H: -4% | I: -14%

O=C(OCc1cnc(Cl)s1)c1cccc(Cl)c1Cl
  A: ? | B: 7% | C: -8% | D: 3% | E: -4% | F: -6% | G: 194%[activator] | H: 186%[activator] | I: 188%[activator]
